COUP-TFII inh – inhibitors of human COUP-TFII (NR2F2) | P24468 | HEK293T NGFI-A luciferase reporter, luminescence | inhibition, % at 8.6 µM | hit rate 0.7% among 370,000 | AID 686940;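 active = inhibition above a per-plate cutoff, mean inhibition of test wells between control levels plus 3 SD, cut at about 38% in these data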;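 also: cells cotransfected with COUP-TFII expression vector driving the NGFI-A reporter; 0% = median of COUP-TF2 test wells and 100% = reporter-only cells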
Target sequence (P24468 whole entry, looked up): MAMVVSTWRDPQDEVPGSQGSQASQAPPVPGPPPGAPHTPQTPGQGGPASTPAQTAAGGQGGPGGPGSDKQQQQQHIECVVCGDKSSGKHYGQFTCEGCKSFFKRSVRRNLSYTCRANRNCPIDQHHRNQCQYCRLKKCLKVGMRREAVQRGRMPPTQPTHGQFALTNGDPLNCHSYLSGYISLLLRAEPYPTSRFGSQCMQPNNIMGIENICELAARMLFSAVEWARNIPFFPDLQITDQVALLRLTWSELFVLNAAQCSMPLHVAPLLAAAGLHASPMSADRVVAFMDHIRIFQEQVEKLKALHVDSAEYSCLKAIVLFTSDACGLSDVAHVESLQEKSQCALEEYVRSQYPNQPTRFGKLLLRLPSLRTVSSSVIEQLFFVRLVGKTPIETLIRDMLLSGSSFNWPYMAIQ
C8 TRAIL sens – sensitizes caspase-8 expressing cells to TRAIL. AID 624354. hit rate 1% among 360,000. inhibition (viability loss, TRAIL sensitization), % at 10 µM. NB7+C8 cells + TRAIL, ATPlite viability luminescence;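 active = compounds causing at least 50% loss of cell viability in the single-dose screen, relative to plate controls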
SRC1 inh – inhibitors of human steroid receptor coactivator 1 (SRC1) | Q15788 | HEK293 GAL4-SRC1 luciferase reporter, luminescence | inhibition, % at 3.6 µM | hit rate 0.12% among 360,000 | AID 588354;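 active = inhibition above the campaign mean plus 3 SD, with each screening campaign given its own cutoff, cut at about 60% in these data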;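 also: 0% = DMSO treated cells and 100% = gossypol at 36 µM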
Shn3 inh set2 – reduces Shn3 3'UTR luciferase signal in osteoblasts; inhibition, % at 12.5 µM; hit rate 0.52% among 360,000; Clone20 osteoblast Shn3 3'UTR firefly luciferase, 24 h;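 active = mean inhibition of at least 75% with every replicate also reaching 75%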;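 also: 0% = median of neutral control wells and 100% = pilot-screen positive control compound; some compounds past the cut are filed as inactive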
CF NFkB inh – inhibitors of cystic fibrosis induced NF-kB. KKLEB NF-kB-GFP reporter, PAF-induced, GFP fluorescence overnight. inhibition, % at 5 µM. AID 588850. hit rate 0.86% among 360,000;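 active = at least 50% inhibition at 5 µM, scaled per plate between neutral and stimulator controls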;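 also: PAF is a Pseudomonas aeruginosa culture filtrate used as stimulus; plate controls were PAF-stimulated DMSO wells for no effect and unstimulated DMSO wells for full effect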
LMP1 NFkB inh – inhibitors of Epstein-Barr LMP1-induced NF-kappaB reporter; hit rate 0.69% among 350,000; inhibition, % at 12.5 µM; LMP1-induced NF-kappaB luciferase reporter cells, luminescence; in the data active = inhibition above about 41%;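 also: 0% = neutral control wells and 100% = reference inhibitor control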
TWEAK Fn14 block – inhibitors of TWEAK-Fn14 interaction signaling | TWEAK-stimulated Fn14 reporter cells, luciferase luminescence, 8 h | inhibition, % at 10 µM | hit rate 2% among 360,000; in the data active = inhibition above about 50%
TROY signal inh – TROY signaling inhibition | hit rate 0.98% among 360,000 | inhibition, % at 10 µM | Q293 LMP1-TROYcd NF-kB luciferase reporter, 4 h;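 active = compounds whose plate-normalised and pattern-corrected inhibition of the luciferase reporter signal at the single screening dose is 50% or more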
NR5A2 inv ag – suppresses constitutive activity of human LRH-1. inhibition, % at 3.6 µM. hit rate 0.13% among 360,000. HEK293T StAR-luciferase reporter, LRH-1 transfected, 24 h;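 active = inhibition above the mean inhibition of all tested compounds plus 3 SD, cut at about 73% in these data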;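 also: 0% = DMSO wells and 100% = reporter-only cells lacking LRH-1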
Target sequence (O00482 whole entry, looked up): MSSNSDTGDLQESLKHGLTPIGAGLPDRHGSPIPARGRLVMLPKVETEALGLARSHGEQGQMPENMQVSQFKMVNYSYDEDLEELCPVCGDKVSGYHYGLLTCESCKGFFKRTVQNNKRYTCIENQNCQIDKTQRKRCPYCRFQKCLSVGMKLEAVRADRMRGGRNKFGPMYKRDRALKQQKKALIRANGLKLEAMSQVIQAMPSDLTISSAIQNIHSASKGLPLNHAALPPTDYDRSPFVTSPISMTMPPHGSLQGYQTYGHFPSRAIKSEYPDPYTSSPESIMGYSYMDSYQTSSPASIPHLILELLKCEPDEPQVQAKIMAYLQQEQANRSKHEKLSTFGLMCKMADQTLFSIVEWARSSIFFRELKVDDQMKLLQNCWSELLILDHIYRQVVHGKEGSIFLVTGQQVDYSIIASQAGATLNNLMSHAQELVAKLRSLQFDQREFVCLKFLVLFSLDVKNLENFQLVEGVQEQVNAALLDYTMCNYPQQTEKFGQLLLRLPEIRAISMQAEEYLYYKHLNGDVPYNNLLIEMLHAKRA
KKLEB tox – CF airway cell cytotoxicity counter-screen; KKLEB CF airway cells viability, ATPlite luminescence, overnight; hits give low values; cells stimulated with P. aeruginosa culture filtrate; hit rate 0.36% among 360,000; AID 602141; activity change (cytotoxicity), % at 5 µM;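 active = corrected activity change at or below -50% at 5 µM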
NCOA3 inh – inhibitors of human steroid receptor coactivator 3 (SRC3); Q9Y6Q9; HEK293 GAL4-SRC3 luciferase reporter, luminescence; inhibition, % at 3.6 µM; hit rate 0.17% among 360,000;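 active = inhibition above a per-campaign cutoff, the mean of all compounds plus 3 SD, cut at about 60% in these data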;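 also: 0% = DMSO-treated cells and 100% = gossypol-treated cells at 36 µM; higher means less SRC3-driven luciferase light from the GAL4 reporter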
* = called active by the depositor; / = no result given. The list is partial; rates above refer to the full screens.

SMILES	COUP-TFII inh	C8 TRAIL sens	SRC1 inh	Shn3 inh set2	CF NFkB inh	LMP1 NFkB inh	TWEAK Fn14 block	TROY signal inh	NR5A2 inv ag	KKLEB tox	NCOA3 inh
COCCN(CC(=O)Nc1ccccc1C(F)(F)F)C(=O)/C=C/c1cc(Cl)c2c(c1)OCCO2	7	-5	9	14	-14	2	-44	-9	3	0	8
CCc1nc2ccccc2n1CC(=O)NC1CCS(=O)(=O)C1 (stereo not drawn)	-6	-8	0	-6	10	-4	3	11	-14	8	-38
COc1ccc(C(O)P(=O)(OC(C)C)c2ccc(N(C)C)cc2)c(OC)c1 (stereo not drawn)	4	-7	2	-9	7	-2	5	4	-3	-27	-3
NS(=O)(=O)c1cccc(NC(=O)CC23CC4CC(CC(Br)(C4)C2)C3)c1	-14	1	6	-5	-12	0	-5	0	6	7	10
CC(C)Oc1cccc(-c2cc(C(=O)N3CCN(c4ncccn4)CC3)c3ccccc3n2)c1	-14	48	-15	-30	2	6	46	1	-48	-4	-17
Oc1[nH]c2ccccc2c1N=NC(=S)NCC1CCCO1 (stereo not drawn)	3	25	2	3	1	4	9	-4	-4	6	-6
COc1cccc(NC(=S)N(Cc2ccc(C)cc2)Cc2ccccn2)c1	-5	-1	-5	-4	-2	-9	-21	10	-4	3	17
CCCCOc1ccc(C(=O)N2CCC(C)CC2)cc1	10	-13	-11	-45	-5	0	-24	/	-5	6	9
CCOC(=O)c1nn(-c2ccccc2)c2nnc(Cc3ccccc3)c(=O)n12	-35	4	2	3	5	-5	-6	-13	21	1	3
CC(=O)NC1CCC(=O)C=C1c1ccccc1 (stereo not drawn)	11	-6	-19	18	-24	1	6	-2	1	23	3
Cc1ccc(NC(=S)NCCc2ccc(F)cc2)c(C)c1	12	-6	-7	-6	8	9	12	-9	-8	-4	26
Cc1ccc(CCNc2ccccc2)c[n+]1[O-]	-14	-11	-13	-14	-7	2	-17	6	-16	3	-9
COc1ccc(NC(=S)NNc2ccc(S(=O)(=O)Nc3ccccc3C(=O)O)cc2[N+](=O)[O-])cc1	9	-12	-12	2	6	10	9	28	-6	-9	3
Cc1[nH][nH]c(=O)c1C(c1cc([N+](=O)[O-])ccc1O)c1c(C)[nH][nH]c1=O	18	18	-3	7	-3	4	5	-5	5	-7	16
CC(=O)Nc1ccc(S(=O)(=O)NCc2nc(-c3cccc(C)c3)no2)cc1	6	-4	-1	-4	-22	2	-11	9	-1	1	5
CCOc1ccc(/C=C/C(=O)CCC(=O)O)cc1	21	-5	-151	-38	-30	9	-3	-44	-141	1	-88
O=C(O)CC1(CC(=O)Nc2ccc(Oc3cccc(C(F)(F)F)c3)nc2)CCCC1	6	14	0	2	-4	/	-11	-5	14	-11	22
COc1ccc(CN2CC(C(=O)NCc3ccccn3)CC2=O)cc1 (stereo not drawn)	2	-14	-5	0	-10	-3	-8	3	12	2	16
N#Cc1ccsc1NC(=O)C1CCN(C(=O)c2ccc(Cl)cc2)CC1	6	1	-10	4	-6	-3	6	-2	-1	1	2
CCC(C)[C@H](NC(=O)Nc1ccc(S(N)(=O)=O)cc1)C(=O)O (stereo partly drawn)	-4	1	-4	-8	-4	7	-10	4	7	5	16
C=C[C@](C)(CC[C@@]1(C)C(C)CC(OC2OC(C)C(OC3OC(COC(C)=O)C(O)C(O)C3O)C(O)C2O)[C@@]2(C)C(C)=CCCC12)OC1OC(C)C(O[C@@H]2O[C@@H](C)C(O)C(O)[C@H]2O)C(O)C1O (stereo partly drawn)	/	-12	-3	4	0	14	-1	0	-8	15	11
COc1ccc(C2c3ccsc3CCN2C(=O)C(C)(C)C)cc1 (stereo not drawn)	19	12	5	7	0	7	5	15	0	7	19
CN(C)CCCNC(=O)C1CCNCC1	-10	15	6	6	-4	3	-2	0	11	6	-27
CC(=O)N1CCc2cc(C(=O)CN3CCN(c4ccccc4F)CC3)ccc21	1	-9	6	-25	-11	-7	21	23	-29	6	-12
N#Cc1ccc(-c2ccccc2)nc1SCCN1CCOCC1	-3	0	2	4	-20	-8	-23	-53	7	0	0
Fc1ccc(-c2nnn(Cc3ccccc3Cl)n2)cc1	8	3	-23	-38	-6	-11	-15	-27	-6	4	-27
Cc1cc(C)nc(/N=C(\N)Nc2ccc(SC(F)F)cc2)n1	20	19	-4	/	-21	10	-5	-5	7	-4	21
Cc1[nH]c(N=Nc2ccccc2)nc1N=Nc1ccccc1	5	14	-15	37	8	22	5	-43	-6	-3	10
CSc1nc2nccc(-c3ccc(-c4ccccc4)cc3)n2n1	4	-2	-35	9	-17	4	-55	-30	0	7	-1
CCC1=NN(C(=O)c2ccc(Br)cc2)C(O)(c2ccc(C)cc2)C1 (stereo not drawn)	-15	-1	-4	-10	9	-22	-6	-30	-53	0	6

As entered above.
`CN(C)CCCNC(=O)C1CCNCC1` – KKLEB tox: 6
`Cc1[nH]c(N=Nc2ccccc2)nc1N=Nc1ccccc1` – COUP-TFII inh: 5

Following part:
SMILES	COUP-TFII inh	C8 TRAIL sens	SRC1 inh	Shn3 inh set2	CF NFkB inh	LMP1 NFkB inh	TWEAK Fn14 block	TROY signal inh	NR5A2 inv ag	KKLEB tox	NCOA3 inh
Cc1ccc(NC(=O)c2sc3nc[nH]c(=O)c3c2C)c(C)c1	0	-12	2	-10	11	6	-28	-21	-20	2	23
COc1cc(S(=O)(=O)NC2CCCCC2C)ccc1-n1cnnn1 (stereo not drawn)	17	2	-4	22	7	-3	20	15	-3	2	9
CN1CCN(c2ccccc2NC(=O)COc2ccccc2)CC1	2	8	0	28	10	4	0	-9	1	-6	14
Cc1cc(CNC(=O)CC2C(=O)NCCN2Cc2ccccc2)nn1C (stereo not drawn)	-23	-9	7	1	-20	4	-12	-12	6	4	5
CCOc1ccc(NC2OC(CO)C(O)C(O)C2O)c([N+](=O)[O-])c1 (stereo not drawn)	-2	5	-5	-5	-1	-1	1	-5	-7	-5	-16
N#Cc1ccsc1NC(=O)CSc1nnnn1-c1ccc(O)cc1	-14	-6	-5	1	3	-26	-38	9	-32	18	-17
COc1cccc(NC(=O)CSc2nc3ccccc3cc2Cc2ccccc2)c1	-9	-4	-1	68	17	-17	3	-13	0	-1	10
Cc1ccc(NC2=NC(=S)N(CC#N)C23CCCCC3)cc1	8	41	-8	9	5	4	-5	11	10	-6	7
COc1ccc(/C=N/NC(=O)C(C)N(c2ccc(OC)cc2)S(C)(=O)=O)cc1 (stereo not drawn)	-9	-5	11	4	0	-17	6	-1	-12	-12	7
CCC(C(=O)NC1CCCC1)N(C(=O)c1snc(C(N)=O)c1N)c1ccc2c(c1)OCCO2 (stereo not drawn)	/	-3	18	-3	1	-7	-20	-19	20	0	8
O=C(C1CCCN(c2ncccn2)C1)N1CCc2ccccc21 (stereo not drawn)	13	9	-47	-11	11	-1	-7	-3	22	-17	8
COc1ccc(S(=O)(=O)N2CCC(C(=O)NC3(C)CCS(=O)(=O)C3)CC2)cc1OC (stereo not drawn)	2	13	6	2	4	-28	4	-12	3	5	11
COc1ccccc1OCC(=O)Nc1ccccc1C(=O)N1CCCC1	-3	-29	7	2	7	-1	13	-22	-12	8	-4
Cc1ccc(O)c(C2=NNC(c3ccc(Cl)cc3)C2)c1 (stereo not drawn)	-5	20	-135	-6	-10	-4	6	-46	-93	-4	-85
COc1ccc(S(=O)(=O)N(C)CC(=O)NCc2cccnc2)cc1	9	1	-3	1	6	1	0	-10	-6	-9	-1
CC(C)C[C@@H](CNCC(=O)[C@H](C)NC(=O)c1[nH]cnc1C(=O)N[C@@H](C)CN)NC(=O)c1nc[nH]c1C(=O)N[C@@H](CC(=O)O)C(=O)O	2	-5	-3	-4	-10	7	9	-8	-15	9	1
Cc1ccc(NC(=O)C2CCN(S(=O)(=O)c3ccc4c(c3)OCCO4)CC2)c(O)c1	-13	11	-11	-2	8	2	-3	-9	-7	6	-12
CC(C)Cn1c(C(C)C)nc([N+](=O)[O-])c1S(=O)(=O)c1ccc(F)cc1	17	-12	13	19	58*	-18	50*	12	26	-36	22
CCn1c(SCC(=O)Nc2nc(C)cs2)nnc1-c1ccoc1C	10	-19	-3	16	28	6	1	1	12	-4	7
CCC(=O)N(Cc1ccco1)C1CC(=O)N(c2ccccc2)C1=O (stereo not drawn)	-1	0	2	-23	-9	-4	2	-27	5	5	-2
O=C(c1ccc(Cl)c(F)c1F)N1CCOCC1	-6	26	-6	8	6	-4	-4	-8	8	-6	25

Entries above containing a halogen, in the order listed:
SMILES	COUP-TFII inh	C8 TRAIL sens	SRC1 inh	Shn3 inh set2	CF NFkB inh	LMP1 NFkB inh	TWEAK Fn14 block	TROY signal inh	NR5A2 inv ag	KKLEB tox	NCOA3 inh
COCCN(CC(=O)Nc1ccccc1C(F)(F)F)C(=O)/C=C/c1cc(Cl)c2c(c1)OCCO2	7	-5	9	14	-14	2	-44	-9	3	0	8
NS(=O)(=O)c1cccc(NC(=O)CC23CC4CC(CC(Br)(C4)C2)C3)c1	-14	1	6	-5	-12	0	-5	0	6	7	10
Cc1ccc(NC(=S)NCCc2ccc(F)cc2)c(C)c1	12	-6	-7	-6	8	9	12	-9	-8	-4	26
O=C(O)CC1(CC(=O)Nc2ccc(Oc3cccc(C(F)(F)F)c3)nc2)CCCC1	6	14	0	2	-4	/	-11	-5	14	-11	22
N#Cc1ccsc1NC(=O)C1CCN(C(=O)c2ccc(Cl)cc2)CC1	6	1	-10	4	-6	-3	6	-2	-1	1	2
CC(=O)N1CCc2cc(C(=O)CN3CCN(c4ccccc4F)CC3)ccc21	1	-9	6	-25	-11	-7	21	23	-29	6	-12
Fc1ccc(-c2nnn(Cc3ccccc3Cl)n2)cc1	8	3	-23	-38	-6	-11	-15	-27	-6	4	-27
Cc1cc(C)nc(/N=C(\N)Nc2ccc(SC(F)F)cc2)n1	20	19	-4	/	-21	10	-5	-5	7	-4	21
CCC1=NN(C(=O)c2ccc(Br)cc2)C(O)(c2ccc(C)cc2)C1 (stereo not drawn)	-15	-1	-4	-10	9	-22	-6	-30	-53	0	6
Cc1ccc(O)c(C2=NNC(c3ccc(Cl)cc3)C2)c1 (stereo not drawn)	-5	20	-135	-6	-10	-4	6	-46	-93	-4	-85
CC(C)Cn1c(C(C)C)nc([N+](=O)[O-])c1S(=O)(=O)c1ccc(F)cc1	17	-12	13	19	58*	-18	50*	12	26	-36	22
O=C(c1ccc(Cl)c(F)c1F)N1CCOCC1	-6	26	-6	8	6	-4	-4	-8	8	-6	25

Screens: PubChem, several laboratories
